Ba/F3 V617F tox: lowers viability of Ba/F3 cells expressing EpoR and JAK2V617F; ATP luminescence; inhibition, % at 5.6 µM; 220,000 compounds, 1.1% hits;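 active = inhibition above the campaign mean plus 3 SD over all tested compounds, cut at about 24% in these data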;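 note: cytokine-independent growth of Ba/F3 cells driven by EpoR plus mutant JAK2; 0% = DMSO-treated cells and 100% = JAK inhibitor I control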
RBBP9 inhibitor: human RBBP9 hydrolase inhibition; O75884; recombinant RBBP9, FP-Rh probe fluorescence polarization; inhibition, % at 7.94 µM; 220,000 compounds, 0.2% hits; AID 1515;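 active = inhibition above the campaign mean of all tested compounds plus 3 SD, cut at about 14% in these data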;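 note: plate controls were DMSO wells with RBBP9 for no effect and wells lacking RBBP9 protein for full effect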
Target sequence (O75884 whole entry, looked up): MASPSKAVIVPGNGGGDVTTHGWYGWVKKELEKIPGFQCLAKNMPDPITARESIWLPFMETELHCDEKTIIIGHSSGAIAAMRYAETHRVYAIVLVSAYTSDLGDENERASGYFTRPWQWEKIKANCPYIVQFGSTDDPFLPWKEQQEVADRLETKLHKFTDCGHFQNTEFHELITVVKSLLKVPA
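System: RBBP9 protein / Quantity: 2.5 µM RBBP9 dispensing solution, before mixing / Also added: Serine-hydrolase probe FP-Rh, 375 nM pre-mixing / Dosing: 7.94 µM single dose, 0.794% DMSO / Timing: enzyme-compound preincubation 30 min, then probe labeling 45 min, 25 °C / Signal: FP readout at 525/598 nm / Controls: DMSO-treated enzyme wells and wells lacking RBBP9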
S1P4 antagonist: antagonists of human S1P4 receptor | S1P4-expressing cells, antagonist mode, reporter read-out | 220,000 compounds, 0.26% hits | inhibition, % at 4.98 µM | AID 1510; in the data active = inhibition above about 29%;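 note: 0% = wells stimulated with agonist and 100% = vehicle wells without agonist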
BaF3 parental: parental Ba/F3 viability inhibition as JAK2V617F counter-screen; 220,000 compounds, 1.1% hits; inhibition, % at 5.6 µM; AID 1486; CellTiter-Glo ATP luminescence;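 active = inhibition above a per-campaign cutoff, the mean inhibition of all tested compounds plus 3 SD, cut at about 27% in these data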;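 note: 0% = DMSO wells and 100% = JAK Inhibitor I control wells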
Runt-CBFb FRET: inhibitors of human RUNX1 Runt domain binding to CBFb | Cerulean-Runt/Venus-CBFb FRET ratio 530/480, 1 h | inhibition, % at 20 µM | 220,000 compounds, 0.46% hits;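 active = inhibition over about 50% at 20 µM in the single-dose screen, limit read from the data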;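 note: 0% = DMSO wells and 100% = excess unlabeled CBFb competitor control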
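Measured by: fluorescence energy transfer, 422 nm excitation, 530/480 nm emission; Assay system: Cerulean-Runt domain; Medium: Tris pH 7.5 buffer with BSA; Measure: loss of energy transfer signal; Controls: 5 µM unlabeled CBFb as full-inhibition high control; Incubation: protein complex preformed 1 h, compound exposure 1 h, room temperature, dark.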
NPY2 pot ag: potentiates or activates human NPY-Y2 receptor; P49146; cells expressing NPY-Y2, potentiator/agonist read-out; activation, % at 3.6 µM; 220,000 compounds, 0.45% hits; AID 1359; in the data active = activation above about 27%;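 note: cells stimulated with NPY near EC25 plus isoproterenol at EC100; 0% = vehicle plus submaximal agonist and 100% = vehicle plus saturating agonist; some results beyond the cut were filed as inactive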
Target sequence (P49146 whole entry, looked up): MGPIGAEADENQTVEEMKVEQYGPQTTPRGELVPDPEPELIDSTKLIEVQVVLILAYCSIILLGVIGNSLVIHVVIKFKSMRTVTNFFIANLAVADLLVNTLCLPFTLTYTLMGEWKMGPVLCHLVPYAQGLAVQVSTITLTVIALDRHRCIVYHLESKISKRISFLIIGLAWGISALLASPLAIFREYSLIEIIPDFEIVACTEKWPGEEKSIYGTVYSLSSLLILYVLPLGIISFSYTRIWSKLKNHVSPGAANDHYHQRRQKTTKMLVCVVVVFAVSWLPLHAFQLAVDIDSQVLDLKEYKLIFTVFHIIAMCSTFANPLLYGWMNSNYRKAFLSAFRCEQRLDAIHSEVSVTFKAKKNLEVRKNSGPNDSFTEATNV
S1P4 agonist: activates the human S1P4 receptor; AID 1509; 220,000 compounds, 0.35% hits; activation, % at 4.98 µM; S1P4-expressing cell line, agonist reporter assay; in the data active = activation above about 11%;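 note: 0% = DMSO vehicle and 100% = reference agonist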
NPY1 pot ag: potentiates or activates human NPY-Y1 receptor. P25929. NPY-Y1 expressing cells, potentiator/agonist activation. activation, % at 3.6 µM. 220,000 compounds, 0.37% hits; in the data active = activation above about 33%, passing the limit was not always enough;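 note: cells stimulated with NPY at EC10 then isoproterenol at EC100; 0% = low agonist plus stimulus and 100% = saturating agonist plus stimulus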
Target sequence (P25929 whole entry, looked up): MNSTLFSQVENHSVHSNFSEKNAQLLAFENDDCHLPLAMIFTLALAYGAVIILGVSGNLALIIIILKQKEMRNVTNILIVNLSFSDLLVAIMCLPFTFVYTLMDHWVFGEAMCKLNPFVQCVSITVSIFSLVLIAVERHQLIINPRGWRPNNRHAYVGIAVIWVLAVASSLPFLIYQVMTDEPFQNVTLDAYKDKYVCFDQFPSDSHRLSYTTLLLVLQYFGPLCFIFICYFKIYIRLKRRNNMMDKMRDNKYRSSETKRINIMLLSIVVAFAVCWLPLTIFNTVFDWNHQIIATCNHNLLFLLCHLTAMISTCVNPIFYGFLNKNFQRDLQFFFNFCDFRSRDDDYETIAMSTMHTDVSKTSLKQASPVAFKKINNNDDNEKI
NPY Y1 blocker: NPY-Y1 (human) receptor antagonism. P25929. HEK293-CNG Y1 cells, membrane potential fluorescence; NPY at EC95, then isoproterenol. inhibition, % at 3.6 µM. 200,000 compounds, 1% hits;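 active = inhibition above the campaign mean inhibition of all tested compounds plus 3 SD, cut at about 20% in these data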;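 note: 0% = DMSO wells given NPY plus isoproterenol and 100% = isoproterenol alone without NPY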
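material = HEK293 cells with Y1 receptor plus CNG channel | also added = NPY 25 nM then isoproterenol 1 µM plus Ro 20-1724 25 µM | schedule = dye 3 h, compound 60 min room temperature, stimulation 45 min | measured by = membrane potential fluorescence | benchmarks = high control isoproterenol alone, low control NPY with isoproterenol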
Active calls of the source: *; x = no result given. Outcome played no part in choosing rows (roughly 3.6% active in at least one column).

SMILES	Ba/F3 V617F tox	RBBP9 inhibitor	S1P4 antagonist	BaF3 parental	Runt-CBFb FRET	NPY2 pot ag	S1P4 agonist	NPY1 pot ag	NPY Y1 blocker
O=C(O)COc1ccc(/C=N/NC(=O)C2CCCN2S(=O)(=O)c2ccc(Cl)cc2)cc1 (configuration not stated)	0	-11	-11	1	0	-9	-3.1	-12	2
COC(=O)c1ccccc1N=Nc1c(C)n[nH]c1C	-3	-3	7	-2	0	-10	1.0	-4	x
CCC(C)C(NC(=O)c1ccccc1NC(=O)c1ccccc1)C(=O)N1CCOCC1 (configuration not stated)	1	-5	-16	5	-3	12	1.1	-6	1
COCCOC(=O)c1cc(C(=O)c2cc(F)ccc2O)coc1=N	-5	9	-15	-1	40	-5	1.1	-43	-1
Cc1nn(-c2ccccc2)c(C)c1/C=N/NC(=O)c1cc(C23CC4CC(CC(C4)C2)C3)[nH]n1	2	5	3	-4	-3	-13	0.1	-16	-2
CC1=C(C(=O)N2CCc3ccccc32)C2(CCC(C)CC2)OC1=O (configuration not stated)	-5	5	-6	-1	1	1	-0.5	-2	-1
CC(=O)NC(CC(=O)NCC(c1ccco1)N(C)C)c1ccccc1 (configuration not stated)	-4	-6	-7	1	0	10	-0.9	24	1
COc1cc(/C=N/Nc2cccc3cccnc23)cc(OC)c1O	-2	6	1	1	20	-1	0.3	-4	-3
CCOc1ccc(-n2nc(C(=O)NCCOC)c3ccccc3c2=O)cc1	-2	-10	-8	2	-1	-5	0.9	11	0
O=C(CC1CCCC1)NCCc1cn2ccccc2n1	-3	-5	-5	2	1	13	-0.7	-10	4
O=C1CCC(=O)N1CCSC(=S)N1CCOCC1	-3	-13	6	-2	2	18	0.6	5	x
CC(CCc1ccccc1)NS(=O)(=O)c1ccccc1 (configuration not stated)	-3	-1	-14	2	0	-2	0.8	14	-3
COc1cccc(NC(=O)N2CCC(C(N)=O)(N3CCCCC3)CC2)c1	0	-4	-10	4	-2	-10	-0.4	-3	4
O=C(/C=C/Sc1ccc(C(F)(F)F)cn1)c1ccccc1	0	-6	14	1	13	-16	2.1	10	x
Cc1ccc2cc3c(NC(=O)c4ccco4)nn(CC(C)C)c3nc2c1	-3	-3	-9	4	17	16	1.5	-28	7
CCCC(=O)Nc1nc2ccc(NC(=O)c3cccnc3)cc2s1	2	-1	-2	6	1	2	0.9	12	2
CC(=O)N1CCc2cc(N=NC3=C(O)CC(C)(C)CC3=O)ccc21	-1	-7	-4	2	-21	-5	2.1	-2	7
Cc1ccccc1-n1c(O)c(/C=C/C=Nc2ccccc2)c(=O)[nH]c1=O	-2	-12	-6	8	29	0	-0.6	-9	-3
CN(C)S(=O)(=O)N1CCN(S(=O)(=O)c2ccccc2)CC1	-2	-3	-2	-2	2	-11	1.8	-7	-1
CC(=O)N1CCN(CC(=O)c2ccc(Br)cc2)CC1	-1	2	0	3	1	11	0.1	5	2
CCCC(C)NC(=O)CSc1nc(-c2ccccc2)cn1N (configuration not stated)	0	-10	-19	2	0	-2	0.8	-3	3
Cc1c(Cc2ccccc2)sc(/N=C/c2c(O)ccc3ccccc23)c1C(N)=O	-1	1	-13	2	105*	11	1.9	-12	2
Cc1cc(SCC(=O)c2cc(C)n(C)c2C)nc2ccccc12	1	-3	-8	1	1	-15	0.7	-20	3
CCCN1CCN(c2ccc(S(N)(=O)=O)cc2[N+](=O)[O-])CC1	2	-2	-2	7	1	9	0.6	8	0
COc1cccc(NC(=O)COc2ccc(N3CC(C(=O)NCC(C)C)CC3=O)cc2)c1 (configuration not stated)	3	0	-11	6	-3	7	-4.6	18	-6
The results go on.
SMILES	Ba/F3 V617F tox	RBBP9 inhibitor	S1P4 antagonist	BaF3 parental	Runt-CBFb FRET	NPY2 pot ag	S1P4 agonist	NPY1 pot ag	NPY Y1 blocker
Cc1c(N=C2SCC(=O)N2/N=C/c2ccccc2Cl)c(=O)n(-c2ccccc2)n1C	-2	-12	5	1	1	-9	-2.3	-10	5
CSc1nn2c(C(F)(F)F)cc(C(F)(F)F)nc2c1C(N)=O	1	-4	21	5	-2	10	0.8	-2	x
O=C(Nc1nnc(-c2ccco2)s1)C1CC1	-3	-5	11	1	9	-4	-0.4	-17	-3
Cc1ccccc1C(=O)N1CCC(C(=O)N2CCN(S(=O)(=O)c3ccccc3F)CC2)CC1	6	-4	-7	10	15	-19	0.9	6	-2
O=C(Nc1cccc(Cl)c1)OCCN1CCN(Cc2ccccc2)CCC1=O	3	-11	10	9	-4	3	0.3	-1	4
COc1ccc(C)cc1-n1c(SCC(=O)Nc2cc(C)on2)nc2ccccc2c1=O	2	1	6	4	-2	1	0.1	16	-7
O=C(c1ccccc1F)N1CCN(S(=O)(=O)c2ccc(S(=O)(=O)N3CCCCCC3)cc2)CC1	-2	1	2	-11	-1	-8	2.5	3	x
COC(=O)Nc1nnc(-c2ccccc2Cl)s1	-3	-3	-10	3	-1	2	2.6	4	-2
Clc1ccc(-c2nnc(Sc3nc4ccccc4o3)c3ccccc23)cc1	1	-3	0	0	x	-18	0.4	-9	1
Cc1cccc(-c2nc3ccccc3c(=O)n2NC(=O)c2ccc([N+](=O)[O-])c(C)c2)c1	-4	-6	-8	1	-1	7	2.3	-20	7
Cc1ccc(C)c(OCC(=O)Nc2nc3ccc([N+](=O)[O-])cc3s2)c1C	-1	-4	-3	1	-1	-18	-1.0	-21	0
O=C1C(Nc2ccccc2)=C2CCCC=C2N1c1ccccc1	-2	4	-19	0	4	6	1.3	14	2
COc1ccc(NC2C=CS(=O)(=O)C2)cc1 (configuration not stated)	3	11	0	6	-2	2	0.5	11	2
CC1CN(C(=O)Nc2ccc3c(c2)OCCO3)CC(C)O1 (configuration not stated)	1	0	8	7	0	-3	0.9	6	-1
Cc1ccc(OCCNC(=O)/C=C/c2ccccc2)cc1C	4	2	-2	11	-3	-14	1.0	-44	10
N#C/C(=C/c1ccc(-c2cc(C(=O)O)cc(C(=O)O)c2)o1)c1nc2ccccc2s1	3	-2	-7	5	85*	-12	-0.3	15	5
CC(C)C(c1nnnn1C(C)(C)C)N1CCN(Cc2cccnc2)CC1 (configuration not stated)	2	4	-7	10	-1	-16	12*	-8	1
O=c1[nH]c(SCCN2CCOCC2)nc(O)c1-c1ccccc1	0	-4	-6	-1	0	-7	0.4	-3	x
N#Cc1c(NC(=O)CSc2ncccn2)oc(-c2ccccc2)c1-c1ccccc1	-1	-8	-5	5	x	-7	-0.5	-20	6
COc1ccc(N2C(=O)CCC(C(=O)Nc3ccccn3)C2c2ccc(OC)c(OC)c2)cc1 (configuration not stated)	7	-5	-6	2	-1	-7	-0.9	-13	-1
O=C(COC(=O)Cc1cccs1)Nc1ccccc1F	-2	-5	4	-1	2	-7	-2.7	-10	-2
CCOC(=O)c1[nH]c2c(c1-c1ccc(OC)cc1)C(=O)CC(c1ccc(OC)c(OC)c1)C2 (configuration not stated)	2	-6	-9	6	-4	3	2.0	-40	5
CS(=O)(=O)N1CCCC(C(=O)NCCCN2CCN(Cc3ccccc3)CC2)C1 (configuration not stated)	-1	-1	-11	2	0	2	1.1	-17	0
CN(C)c1ccc(NC(=O)/C=C/c2ccccc2Cl)cc1	1	-8	-18	4	9	4	1.8	6	0
Cc1cccc2c(=O)cc(C)n(CC(=O)N3CCCCC3)c12	-2	-2	-11	1	1	7	-0.8	27	9
(listing goes on)
SMILES	Ba/F3 V617F tox	RBBP9 inhibitor	S1P4 antagonist	BaF3 parental	Runt-CBFb FRET	NPY2 pot ag	S1P4 agonist	NPY1 pot ag	NPY Y1 blocker
COC(=O)CSc1nsc(SCC(=O)OC)c1C#N	1	-9	-7	9	-1	12	-2.3	-19	2
O=C(CNS(=O)(=O)c1cccs1)N1CCCC1	-3	1	-12	3	-1	13	0.5	14	0
c1ccc2oc(-c3ccc4nc[nH]c4c3)nc2c1	0	12	-8	7	-1	19	-0.2	7	3
COc1cccc(C(=O)Nc2ccccc2)c1	3	-7	-20	5	2	1	0.2	2	-1
COc1ccccc1N1CCN(C(=O)CCc2ccc(S(=O)(=O)NCC(C)C)cc2)CC1	-2	9	11	2	-3	6	2.8	13	0
CC1CCCC(C)N1C(=O)CSc1nnc(COc2ccccc2)n1-c1ccccc1 (configuration not stated)	0	2	-9	8	0	-3	-0.1	7	-2
c1ccc(Sc2cccc3ccccc23)c(CNC2=NCCN2)c1	34*	-5	-11	10	-5	-6	-0.1	-6	-1
Nc1cccc2c1C(=O)N(C(=O)c1cccc(S(=O)(=O)N3CCCCCC3)c1)C2=O	-2	-8	29	4	12	-20	-0.5	-17	4
CC(C)n1cc(/C=C2/SC(=O)N(CC(=O)Nc3ccc4c(c3)OCO4)C2=O)c2ccccc21	2	-12	9	9	-85	12	0.7	12	2
Cc1cc(NC(=O)c2ccc3c(c2)C(=O)N(C(C)(C)C)C3=O)no1	-2	-1	-16	3	0	-8	1.0	9	2
CC(=O)NC1=NN(C(C)=O)C(C)(CS(=O)(=O)c2ccc(Cl)cc2)S1 (configuration not stated)	-2	5	-5	3	0	9	6.8	3	-3
COc1ccc([C@H]2[C@H](C(=O)C(C)(C)C)N3N=Cc4ccccc4C3C23C(=O)OC(C)(C)OC3=O)cc1 (some centres not stated)	1	-2	-5	6	-4	-2	0.1	-17	2
Cc1ccc(NC(=S)NC2CCN(Cc3ccccc3)CC2)c(C)c1	-2	3	-21	6	-1	3	-1.6	-19	8
O=C(CC1C(=O)NCCN1CC1CCCCC1)NCc1ccccc1Cl (configuration not stated)	-6	-4	-15	4	x	-7	2.3	11	4
Cc1cc(=O)n2c3ccccc3n(CC(O)CN3CCCCC3)c2c1C#N (configuration not stated)	3	-1	-9	3	-1	-14	1.6	-7	0
CN(C)CCNC(=O)c1coc(=O)c(Br)c1	7	-3	-13	5	-3	-17	0.1	-5	-8
COCCn1c(SC2CCCCC2=O)nnc1-c1ccncc1 (configuration not stated)	3	-11	-18	1	4	8	-0.5	-3	-3
CC(=O)N/C(=C\c1ccc2c(c1)OCO2)C(=O)NC(C(=O)O)c1ccccc1 (configuration not stated)	-2	-4	-6	1	1	-21	0.2	-1	x
COc1ccc(CNC(=O)CSc2nnc(C)s2)cc1	4	-13	-14	5	0	-1	0.9	-13	4
CC(C)C[C@@H](N)c1nnc(SCC(=O)c2ccc(Cl)cc2)o1	0	-7	17	4	1	11	-1.4	6	3
CCOC(=O)Cc1nnc(NC(=O)c2ncn[nH]2)s1	3	-4	0	2	0	-12	1.3	-4	4
CCCCCn1c(CCCNC(=O)CC)nc2ccccc21	1	-6	7	3	-3	13	-1.3	3	2

From PubChem BioAssay
